Screening results as filed in PubChem.
Neddyl block: blocks human cullin neddylation | P61081+Q13564 | TR-FRET cullin neddylation, biochemical | calls only at 25 µM | actives 0.58% (n = 360,000); in the data active = inhibition above about 36%
DNMT1 block: DNMT1 (human) enzyme inhibition; AID 588458; actives 0.83% (n = 360,000); DNMT1 molecular beacon, Hinp1I cleavage, fluorescence; inhibition (reported as % activation of signal), % at 10 µM; P26358; in the data active = inhibition above about 50%
Rpn11 block: blocks the human proteasome subunit Rpn11 | O00487 | human 26S proteasome, Ub4-pepOG fluorescence polarization; 20S core pre-blocked with epoxomicin | calls only at 20 µM | actives 0.59% (n = 360,000);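 active = inhibition at 20 µM, scaled to each plate's controls, above about 33%, limit read from the data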
Scp1 inh: Scp-1 (human) phosphatase inhibition; Q9GZU7; inhibition, % at 20 µM; Recombinant Scp1, phosphopeptide, malachite green phosphate absorbance; AID 493091; actives 0.88% (n = 340,000);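 active = inhibition above about 50% at 20 µM, limit read from the data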;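 also: plate controls were DMSO wells with enzyme for no effect and wells lacking enzyme for full effect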
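Test system: SCP-1 phosphatase catalytic domain, residues 76-261; measured by: colorimetric phosphate reagent with accelerator and stabiliser, absorbance at 630 nm; timing: enzyme reaction 45 min at room temperature, colour 5 min, stabilisation 30 min; also added: Phosphorylated 17-residue peptide substrate; compound dosing: one concentration, 20 µM, with 1.0% DMSO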
Rin1 Abl inh: human Rin1-Abl interaction inhibition | P00519+Q13671 | TR-FRET Rin1/Abl binding, biochemical | inhibition, % at 7.35 µM | actives 0.4% (n = 360,000); in the data active = inhibition above about 5%, passing the limit was not always enough
NadD block: blocks S. aureus nicotinate mononucleotide adenylyltransferase | purified NadD enzyme, colorimetric absorbance read-out | inhibition, % at 20 µM | actives 0.78% (n = 360,000) | AID 602399; in the data active = inhibition above about 26%; also: some compounds past the cut are filed as inactive
SUMO1 PPI mod: SUMO1-SIM interaction modulation. P63165. actives 0.33% (n = 360,000). SUMO1 binding to a labelled peptide, TR-FRET, 1 h. inhibition, % at 20 µM; in the data active = inhibition above about 37%
CSN inh: blocks human CSN-mediated cullin deneddylation; Q92905; Purified CSN, SCF-Nedd8-OG deneddylation, fluorescence polarization; inhibition, % at 12.5 µM; actives 0.38% (n = 360,000); AID 651999;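 active = pattern-corrected inhibition above about 35%, with an unprinted fluorescence ratio check between 0.5 and 1.5, limit read from the data, passing the limit was not always enough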;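 also: 0% = enzyme with substrate and 100% = substrate without enzyme; some results filed as inactive read as strong as hits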
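assay system = purified human Csn5 enzyme expressed in HEK293T cells | amount = 0.24 nM enzyme | buffer or medium = Tris/NaCl/DTT buffer, pH 7.5 | reagent = 10 nM SCFSkp2-Nedd8OG | compound = one concentration, 12.5 µM, 0.25% DMSO | times = 90 min reaction at room temperature | signal = FP | read-out basis = % inhibition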
STEP block: inhibitors of human striatal-enriched phosphatase STEP | recombinant STEP, OMFP fluorogenic substrate, fluorescence | actives 0.25% (n = 360,000) | AID 588621 | inhibition, % at 20 µM | P54829;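 active = inhibition at 20 µM, scaled per plate between control wells, above about 37%, limit read from the data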;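 also: 0% = DMSO with enzyme and substrate and 100% = substrate only without enzyme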
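Assay system: isolated STEP enzyme / Timing: 20 min at room temperature, dark / Doses: 20 µM, 1% DMSO / Technique: fluorescence intensity, excitation 480 nm, emission 540 nm / Reagent: fluorogenic phosphatase substrate OMFP at 25 µM final / Measure: percent inhibition scaled to no-enzyme and uninhibited-enzyme controls, plate-pattern corrected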
LMPTP block: LMPTP (human) inhibition; P24666; recombinant LMPTP-A, OMFP fluorogenic substrate, fluorescence intensity; inhibition, % at 20 µM; actives 0.22% (n = 360,000); AID 651560;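 active = compounds that cut the enzyme signal by at least half of the control window in the single-dose screen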;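 also: plate controls were DMSO wells with enzyme plus substrate for no effect and substrate without enzyme for full effect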
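Test system: LMPTP-A, protein tyrosine phosphatase of low molecular weight; Input: 0.625 nM enzyme; Incubation: 50 min dark incubation at room temperature; Signal: endpoint fluorescence intensity from OMFP dephosphorylation; Read-out basis: % inhibition versus control wells.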
* = called active by the depositor; i = inactive; . = no result given.

1. O=C(c1cc2cc3ccc(Cl)cc3nc2o1)N1CCCCCC1
2. O=C(Cn1c(NCCO)nc2ccccc21)c1ccco1
3. Cc1ccccc1NC(=O)N1CCC(C(=O)c2ccc(F)cc2)CC1
4. CCN(CC)S(=O)(=O)c1cccc(NC(=O)COC(=O)c2cc(C)oc2C)c1
5. CCS(=O)(=O)C1=NN2C(=N)/C(=C\c3ccc(OC(=O)c4ccco4)cc3)C(=O)N=C2S1
6. Cc1ccc(S(=O)(=O)N2CCOCC2)s1
7. COc1ccc(CN2C(=O)c3ccccc3C2C(=O)NCCc2ccccc2)c(OC)c1 (stereo not drawn)
8. Cc1ccc(NC(=O)C(OC(=O)c2cc(C)oc2C)c2ccccc2)cc1 (stereo not drawn)
9. CCN1CCN(C(=O)c2ccc(Cl)c(S(=O)(=O)N(C)c3ccccc3)c2)CC1
10. CN(C)S(=O)(=O)c1cccc(C(=O)NCCOC(=O)c2cc(F)c(F)cc2Cl)c1
assay / compound	1	2	3	4	5	6	7	8	9	10
Neddyl block	i	i	i	i	i	i	i	i	i	i
DNMT1 block	-1	-1	2	11	11	1	5	-6	3	-1
Rpn11 block	i	i	i	i	i	i	i	i	i	i
Scp1 inh	-14	-4	7	-10	25	-5	-4	-11	0	-4
Rin1 Abl inh	0	0	-1	3	5	0	-1	-1	0	2
NadD block	-7	0	4	-9	4	-1	-5	-7	0	0
SUMO1 PPI mod	-14	1	-3	3	-8	3	-1	-1	3	3
CSN inh	-4	-1	1	0	4	0	0	-3	0	6
STEP block	-2	0	0	0	0	10	0	-1	-3	1
LMPTP block	0.7	1.3	-1.1	0.2	0.9	-1.1	4.0	2.7	-3.1	-0.6

Of the compounds above, these have two or more sulfur atoms.
5. CCS(=O)(=O)C1=NN2C(=N)/C(=C\c3ccc(OC(=O)c4ccco4)cc3)C(=O)N=C2S1
6. Cc1ccc(S(=O)(=O)N2CCOCC2)s1
assay / compound	5	6
Neddyl block	i	i
DNMT1 block	11	1
Rpn11 block	i	i
Scp1 inh	25	-5
Rin1 Abl inh	5	0
NadD block	4	-1
SUMO1 PPI mod	-8	3
CSN inh	4	0
STEP block	0	10
LMPTP block	0.9	-1.1

Other records.
11. CCS(=O)(=O)N1CCC(C(=O)NCCCN2CCC(Cc3ccccc3)CC2)CC1
12. CCOc1cc2c(cc1C(C)(C)C)NC(=O)CS2
13. c1ccc(CSc2nnc(-c3ccco3)o2)cc1
14. O=C(O/N=C\c1ccc(N2CCOCC2)c([N+](=O)[O-])c1)c1ccccc1Cl
15. O=C(CCC(=O)c1cccs1)NNC(=O)c1cccc(Cl)c1
16. CC(C)n1c(-c2ccc(N(C)C)cc2)nc2ccccc21
17. CC(C)CCNC(=O)CCCn1c(=O)[nH]c2ccc(Br)cc2c1=O
18. Fc1ccc(Oc2nc(-c3ccccn3)nc3ccccc23)cc1
19. Fc1ccc(-c2n[nH]c(=S)n2Cc2ccccc2)cc1
20. Cc1ccc(C)c(NC(=S)NC2CC3CCCC(C2)N3CC(C)C)c1 (stereo not drawn)
21. CCOC(=O)c1c(C)oc2c1c(CN1CCN(C(=O)OCC)CC1)c(O)c1ccccc12
22. Cc1ccccc1NC(=O)C(=O)NCCc1c[nH]c2ccccc12
23. Cc1ccc(NC(=O)C2CC(=O)Nc3nc4ccccc4n32)c(C)c1 (stereo not drawn)
assay / compound	11	12	13	14	15	16	17	18	19	20	21	22	23
Neddyl block	i	i	i	i	i	.	i	i	i	i	i	i	i
DNMT1 block	-2	-4	4	-1	-1	-3	4	-2	0	4	-1	-1	11
Rpn11 block	i	i	i	i	i	i	i	i	i	i	i	i	i
Scp1 inh	-4	-6	-10	-12	-3	-3	1	3	-3	-2	-4	-9	3
Rin1 Abl inh	1	-1	0	0	2	-2	0	-4	-2	2	-1	-3	3
NadD block	6	0	0	-9	-5	-6	-3	4	-3	-7	11	-3	-4
SUMO1 PPI mod	-3	-3	44*	-23	1	9	1	-3	1	-2	-7	-3	-1
CSN inh	0	2	-6	-1	2	-2	-3	-7	-3	-1	-3	0	0
STEP block	1	3	0	-1	1	-2	-3	-2	1	3	1	2	4
LMPTP block	-0.5	2.4	-0.2	2.1	-2.0	9.8	0.3	-0.6	-0.9	0.2	3.6	0.0	-0.5

4 entries picked at random from the list so far, as already listed:
12. CCOc1cc2c(cc1C(C)(C)C)NC(=O)CS2
23. Cc1ccc(NC(=O)C2CC(=O)Nc3nc4ccccc4n32)c(C)c1 (stereo not drawn)
13. c1ccc(CSc2nnc(-c3ccco3)o2)cc1
17. CC(C)CCNC(=O)CCCn1c(=O)[nH]c2ccc(Br)cc2c1=O
assay / compound	12	23	13	17
Neddyl block	i	i	i	i
DNMT1 block	-4	11	4	4
Rpn11 block	i	i	i	i
Scp1 inh	-6	3	-10	1
Rin1 Abl inh	-1	3	0	0
NadD block	0	-4	0	-3
SUMO1 PPI mod	-3	-1	44*	1
CSN inh	2	0	-6	-3
STEP block	3	4	0	-3
LMPTP block	2.4	-0.5	-0.2	0.3
